Screening data from PubChem.
S1P4 ag = human S1P4 receptor agonism; hit rate 0.35% among 220,000; activation, % at 4.98 µM; O95977; S1P4-expressing cell line, agonist reporter assay; AID 1509; in the data active = activation above about 11%;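 note: 0% = DMSO vehicle and 100% = reference agonist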
Mdm2 ligase inh = Mdm2 E3 ligase (human) inhibition; Q00987; cell-based MDM2 ubiquitination luciferase reporter, 2 h; 0 = plate control, 100 = twice control, blank-subtracted; signal enhancement, % at 5 µM; hit rate 0.11% among 210,000;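 active = signal enhancement of 30% or more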;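 note: luminescence tracks abundance of the self-degrading MDM2-luciferase fusion protein; higher signal means inhibition of MDM2 E3 ligase activity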
Target sequence (Q00987 whole entry, looked up, the tested form may be a part): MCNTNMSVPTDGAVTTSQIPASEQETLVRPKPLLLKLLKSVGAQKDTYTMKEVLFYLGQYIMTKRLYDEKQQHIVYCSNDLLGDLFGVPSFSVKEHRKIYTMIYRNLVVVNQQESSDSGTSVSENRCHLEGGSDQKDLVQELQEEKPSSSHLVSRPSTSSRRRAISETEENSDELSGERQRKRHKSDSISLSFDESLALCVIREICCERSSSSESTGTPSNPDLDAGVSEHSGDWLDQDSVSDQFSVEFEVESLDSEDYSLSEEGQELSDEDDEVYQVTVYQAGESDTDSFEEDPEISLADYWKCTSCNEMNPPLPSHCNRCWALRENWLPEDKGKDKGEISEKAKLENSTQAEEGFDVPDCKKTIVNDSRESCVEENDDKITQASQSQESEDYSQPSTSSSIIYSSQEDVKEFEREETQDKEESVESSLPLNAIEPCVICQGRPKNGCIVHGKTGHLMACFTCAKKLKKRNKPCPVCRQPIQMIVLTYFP
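Material: stable MDM2–luciferase fusion reporter cells / Quantity: 2000 cells/well / Dosing: single 5 µM compound dose, 0.2% final DMSO / Buffer or medium: DMEM / Schedule: 4 h cell settling then 2 h compound exposure, 37 °C / Detection: luminescence with SteadyLite reagent, 15 min at room temperature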
NPY-Y2 PAM-ag = potentiators or agonists of human neuropeptide Y receptor Y2. hit rate 0.45% among 220,000. activation, % at 3.6 µM. cells expressing NPY-Y2, potentiator/agonist read-out. P49146. AID 1359; in the data active = activation above about 27%;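 note: cells stimulated with NPY near EC25 plus isoproterenol at EC100; 0% = vehicle plus submaximal agonist and 100% = vehicle plus saturating agonist; some results beyond the cut were filed as inactive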
Target sequence (P49146 whole entry, looked up): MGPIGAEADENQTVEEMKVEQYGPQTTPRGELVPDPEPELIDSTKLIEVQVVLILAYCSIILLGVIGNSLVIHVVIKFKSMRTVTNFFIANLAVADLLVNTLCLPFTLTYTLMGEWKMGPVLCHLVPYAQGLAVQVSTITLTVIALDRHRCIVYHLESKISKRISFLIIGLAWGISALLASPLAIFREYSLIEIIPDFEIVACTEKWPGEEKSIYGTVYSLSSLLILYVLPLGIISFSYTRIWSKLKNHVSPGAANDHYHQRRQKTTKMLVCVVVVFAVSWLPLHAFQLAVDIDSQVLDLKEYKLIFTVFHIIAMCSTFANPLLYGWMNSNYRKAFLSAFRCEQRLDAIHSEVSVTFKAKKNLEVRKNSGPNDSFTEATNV
Ba/F3 V617F tox = loss of viability in JAK2V617F-driven Ba/F3 cells. Ba/F3 EpoR-JAK2V617F viability, ATP luminescence. inhibition, % at 5.6 µM. hit rate 1.1% among 220,000. AID 1446;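 active = inhibition above the campaign mean plus 3 SD over all tested compounds, cut at about 24% in these data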;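 note: cytokine-independent growth of Ba/F3 cells driven by EpoR plus mutant JAK2; 0% = DMSO-treated cells and 100% = JAK inhibitor I control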
PERK inh = blocks human PERK kinase; CHO PERK-DD fusion, SEAP luminescence translation reporter; hit rate 0.17% among 220,000; inhibition, % at 5.6 µM; Q9NZJ5;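 active = inhibition above the mean inhibition of all tested compounds plus 3 SD, set separately per screening campaign, cut at about 2.9% in these data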;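 note: PERK kinase domain activated by AP20187 dimerizer at 100 nM; 0% = DMSO with dimerizer and 100% = rapamycin at 8.4 µM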
Wee1 stabilizer = human Wee1 degradation inhibition, primary screen; P30291; HeLa Luc-Wee1K328M stability, luciferase luminescence; 100% = proteasome inhibitor MG132 effect; reporter increase, % at 5 µM; hit rate 1.2% among 220,000; AID 1321;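 active = activation above the mean of all tested compounds plus 3 SD, set per screening run, cut at about 8.8% in these data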;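 note: cells exposed to compound for 20 h before luminescence read; 0% = DMSO alone and 100% = MG132 at 30 µM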
eIF4E 4G PPI = eIF4E/eIF4G interaction inhibition in translation initiation; hit rate 0.37% among 220,000; P63073+Q04637; AID 782; TR-FRET eIF4E-eIF4GI(517-606) binding, 2 h; inhibition, % at 21.7 µM;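 active = inhibition above about 30%, limit read from the data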;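 note: 0% = full FRET control wells and 100% = background wells lacking eIF4GI fragment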
BaF3 tox = parental Ba/F3 viability inhibition as JAK2V617F counter-screen; CellTiter-Glo ATP luminescence; inhibition, % at 5.6 µM; hit rate 1.1% among 220,000;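 active = inhibition above a per-campaign cutoff, the mean inhibition of all tested compounds plus 3 SD, cut at about 27% in these data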;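 note: 0% = DMSO wells and 100% = JAK Inhibitor I control wells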
S1P4 antagonist = blocks the human S1P4 receptor; S1P4-expressing cells, antagonist mode, reporter read-out; hit rate 0.26% among 220,000; AID 1510; O95977; inhibition, % at 4.98 µM; in the data active = inhibition above about 29%;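 note: 0% = wells stimulated with agonist and 100% = vehicle wells without agonist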
Starred values were filed as active, the others as inactive; . = not tested or not shown; [ ] = dose if it differs, or a comment.

1: O=C(NC(Cc1c[nH]c2ccccc12)c1nnc2n1CCCCC2)c1ccccc1Cl (centres undefined)
2: CC1CN(C(=S)NC(=O)c2ccc([N+](=O)[O-])cc2)CC(C)O1 (centres undefined)
3: COc1cccc(CNC(=O)C(CCSC)NS(=O)(=O)c2ccc3c(c2)oc(=O)n3C)c1 (centres undefined)
4: O=C(Cn1cnnn1)Nc1cccc(S(=O)(=O)N2CCCCC2)c1
5: CCSc1oc(-c2cccs2)nc1S(=O)(=O)c1ccccc1
6: COc1ccc(C(C)=O)cc1COc1ccc([N+](=O)[O-])c(C)c1
7: CC(O)C(NS(=O)(=O)c1ccc(Cl)cc1)C(=O)OCC(=O)c1c[nH]c2ccccc12 (centres undefined)
8: COc1ccc(CCNC(=O)CCC(=O)Nc2nnc(C(C)C)s2)cc1OC
Compound,1,2,3,4,5,6,7,8
S1P4 ag,-0.4,-1.7,1.2,1.4,-0.7,-1.1,0.9,0.7
Mdm2 ligase inh,-9,-41,-12,3,-12,5,.,-2
NPY-Y2 PAM-ag,-28,-7,-4,-3,-8,-8,14,-2
Ba/F3 V617F tox,-1,0,3,3,-1,1,-3,-5
PERK inh,0.9,-0.6,0.1,0.1,0.1,-0.6,1.1,0.2
Wee1 stabilizer,0,-1,0,3,3,1,0,-3
eIF4E 4G PPI,-7,7,-5[fluorescence artefact?],2,1,2,3,4
BaF3 tox,8,4,6,6,3,3,2,1
S1P4 antagonist,-7,-2,-12,-7,0,-9,0,-14

9: C=CCc1cccc(/C=N/NC(=O)C(C)Nc2ccc(C)cc2)c1O (centres undefined)
10: N=c1ccn(Cc2ccccc2Cl)cc1
11: CC(C)NC(=O)CN1CCC(O)(c2ccccc2)CC1
12: O=CN1CCN(C(=O)CN2C(=O)c3ccccc3C2=O)CC1
13: Cc1ccc(NC(=O)c2ccc3c(c2)C(=O)N(CC2CCCO2)C3=O)cc1C (centres undefined)
14: CSc1sc(C(=O)NCC2CC2)c2c1S(=O)(=O)N(C)c1ccccc1-2
15: Cc1cc(C)cc(NC(=O)Cn2nnc3ccccc3c2=O)c1
16: C=CCCC(=O)Nc1nc(C)c(-c2csc(Nc3ccc(Cl)cc3Cl)n2)s1
Compound,9,10,11,12,13,14,15,16
S1P4 ag,-0.1,1.5,1.3,1.4,0.5,1.6,-0.6,0.1
Mdm2 ligase inh,-39,-1,-6,-14,-11,-9,-4,-5
NPY-Y2 PAM-ag,11,-10,-3,-3,-20,-7,6,4
Ba/F3 V617F tox,-3,81*,3,-2,0,1,-2,4
PERK inh,0.2,0.3,0.7,1.7,1.1,-0.4,0.7,-1.2
Wee1 stabilizer,-2,-3,1,0,8,1,-3,0
eIF4E 4G PPI,-5,-2,4,0,-3,4,-3,-1[fluorescence artefact?]
BaF3 tox,6,65*,4,4,9,-1,9,3
S1P4 antagonist,-8,-14,-4,-6,-33,-5,4,-16

17: CCOC(=O)C1CCCN(Cc2cc(=O)oc3cc(C)ccc23)C1 (centres undefined)
18: Cc1cc(C(=O)NCc2cccnc2)n(-c2ccccc2)n1
19: CN(C)/C=C/C(=O)c1ccc(Br)s1
20: Cc1cccc(NC(=S)N2CCC(O)CC2)c1C
21: Cc1ccccc1NC(=O)CCN1CCc2ccccc2C1
22: N#CCSc1nnc(-c2ccccc2O)n1CCc1ccccc1
23: COc1ccccc1/C=C/C(=O)c1cc(Br)ccc1OC(=O)c1ccco1
24: COc1ccc(C(NC(=O)/C=C/c2ccco2)c2ccc(OC)c(OC)c2)cc1OC
Compound,17,18,19,20,21,22,23,24
S1P4 ag,0.3,1.3,0.8,-0.3,6.7,1.1,0.2,-2.0
Mdm2 ligase inh,-9,-9,-8,-5,-2,-6,.,.
NPY-Y2 PAM-ag,-8,2,1,-4,3,20,-21,2
Ba/F3 V617F tox,0,1,3,1,-2,0,3,3
PERK inh,0.5,0.3,-0.9,0.1,-0.5,1.0,-0.1,-0.6
Wee1 stabilizer,2,-2,-2,3,0,1,13*,2
eIF4E 4G PPI,1,0,3,-4,4,-9[fluorescence artefact?],.,8
BaF3 tox,4,2,3,0,5,6,6,6
S1P4 antagonist,-19,-6,-9,-5,-12,3,14,1

25: CC(C)C1CC(c2csc(N)n2)CCO1 (centres undefined)
26: COc1cc([N+](=O)[O-])ccc1NC(=O)/C=C/C(=O)O
27: CCCCc1nc2sc3c(=O)[nH]cnc3c2c2c1CCCC2
28: O=C(NCc1ccco1)C(C(=O)c1ccccc1)n1ccccc1=O (centres undefined)
29: CCN1Cc2c(/C=C/c3ccccc3)nc3ccc(OC)cc3c2N(c2cccc(Cl)c2)C1
30: O=C(Nc1cccnc1)c1ccc(COCC(F)(F)F)cc1
31: O=C(O)COc1ccc2c(-c3ccccc3)cc(=O)oc2c1
32: O=[N+]([O-])c1cccc(-c2nnc3ccc4ccccc4n23)c1
Compound,25,26,27,28,29,30,31,32
S1P4 ag,-0.6,0.0,0.5,0.6,1.1,0.2,0.3,0.2
Mdm2 ligase inh,-14,-13,-12,-4,-8,2,.,2
NPY-Y2 PAM-ag,-15,2,8,-3,-3,15,-41,-20
Ba/F3 V617F tox,8,1,0,-3,-1,-2,-2,0
PERK inh,2.2,0.3,0.3,0.8,-0.4,0.9,0.4,0.3
Wee1 stabilizer,13*,2,0,1,-2,1,-1,2
eIF4E 4G PPI,4[fluorescence artefact?],13,-2,.,5,9,.,6
BaF3 tox,8,6,1,4,1,4,2,2
S1P4 antagonist,16,-7,12,-2,3,-18,2,1

33: O=C(c1ccc(N2CCN(CCO)CC2)nc1)N1CCOCC1
34: CC(=O)N(C)c1ccc(NC(=O)c2ccco2)cc1
35: O=C(Oc1cc(=O)oc2ccccc12)c1cccnc1Cl
36: CC(C)n1c(=O)[nH][nH]c1=S
37: CC1(C(=O)OCC(=O)N2c3ccccc3Sc3ccccc32)CC1(Cl)Cl (centres undefined)
38: COc1nc(N/N=C/c2cc3c(cc2Br)OCO3)nc(N2CCOCC2)n1
39: CC(C)(C)NC(=O)C(c1cccs1)N(CC1CCCO1)C(=O)Cn1nnc(-c2cccs2)n1 (centres undefined)
40: CCOC(=O)N1CCN(Cc2ccccc2F)CC1
Compound,33,34,35,36,37,38,39,40
S1P4 ag,0.8,-2.8,0.2,1.1,-3.1,2.0,1.0,-0.9
Mdm2 ligase inh,5,-1,8,-13,-19,-22,-64,-3
NPY-Y2 PAM-ag,-1,-6,15,8,15,0,-26,-5
Ba/F3 V617F tox,-5,0,-5,-1,-3,1,4,6
PERK inh,1.3,0.0,2.2,0.2,-0.5,0.7,-0.7,0.9
Wee1 stabilizer,0,-1,-1,0,5,-2,4,-2
eIF4E 4G PPI,18[fluorescence artefact?],-1,-2,28,2,1,3,-7
BaF3 tox,1,3,0,-2,0,3,5,10
S1P4 antagonist,-7,-10,8,11,24,-2,5,-14

41: CCn1nc(C)c([N+](=O)[O-])c1C(=O)NNC(=O)c1ccccc1Cl
42: O=C(CCNc1ccccc1)c1ccc2c(c1)OCO2
43: Cc1cccc(C(=O)Nc2cccc(-c3ccc4nncn4n3)c2)c1
44: CC(C)CC(=O)OCC(=O)Nc1ccccc1Sc1ccccc1
45: O=C(NCCCN1CCN(c2ccccc2)CC1)Nc1ccccc1C(F)(F)F
46: CCc1cccc(C)c1NC(=O)CNCc1ccccc1
47: CCCCCc1ccc(-c2ccc(/C=C/C(=O)O)cc2)nc1
48: Cc1ccc(-c2nc(CS(=O)CC(=O)NCCCN3CC(C)CC(C)C3)c(C)o2)cc1 (centres undefined)
Compound,41,42,43,44,45,46,47,48
S1P4 ag,0.7,0.6,1.9,1.1,-1.1,-0.5,1.5,-2.1
Mdm2 ligase inh,-11,-11,3,5,-7,-12,-28,-3
NPY-Y2 PAM-ag,3,15,4,13,6,-3,-3,-3
Ba/F3 V617F tox,2,-4,-2,-1,-2,-4,5,2
PERK inh,0.7,0.6,-0.3,1.5,-0.2,0.6,-0.7,0.5
Wee1 stabilizer,3,2,0,-3,4,1,-2,2
eIF4E 4G PPI,-1,0,-3,18,1,8,-16,0[fluorescence artefact?]
BaF3 tox,-3,1,-1,1,4,-1,7,13
S1P4 antagonist,3,-1,-7,-6,10,-8,-22,-7

49: O=C(NCCc1ccccn1)c1cccnc1Oc1ccc(Cl)cc1
50: COc1c(F)c(F)c(-c2csc(N)n2)c(F)c1F
51: CCOc1nc(N2CCCCC2)nc(-n2cc(-c3ccccc3)nn2)n1
52: COc1ccc(-c2coc3cc(O)cc(O)c3c2=O)cc1
53: CN1CCNC(=O)C1CC(=O)NCCc1ccccc1F (centres undefined)
54: CCCn1c(NCc2ccc(C)o2)nc2ccccc21
55: COc1ccc(C(=O)NCCn2cc(SCC(=O)N3CCOCC3)c3ccccc32)cc1
56: COC(=O)CN1C(=O)C(O)(CC(=O)c2ccc(Br)cc2)c2ccccc21 (centres undefined)
Compound,49,50,51,52,53,54,55,56
S1P4 ag,0.6,0.5,0.7,0.7,0.8,-2.2,-1.1,4.5
Mdm2 ligase inh,5,.,-2,.,7,-7,7,-8
NPY-Y2 PAM-ag,-8,8,7,4,-16,-18,0,3
Ba/F3 V617F tox,-4,2,1,0,-4,4,3,-3
PERK inh,-0.1,0.5,0.4,-0.8,0.7,-0.7,-1.4,0.3
Wee1 stabilizer,1,3,-2,10*,-3,1,-2,-3
eIF4E 4G PPI,1,.,-1,-1,-3,0,-7,3[fluorescence artefact?]
BaF3 tox,-1,3,-2,3,0,11,7,2
S1P4 antagonist,-1,-6,-10,-22,-15,-1,-4,-2

57: CN(C)S(=O)(=O)c1ccc(-c2cn3ccccc3n2)cc1
58: CCc1nnc(NC(=O)CCC(=O)O)s1
59: CCn1c(-c2cc(Br)cc(OC)c2O)nc2cc(S(=O)(=O)N(C)C)ccc21
60: COc1cccc(-c2nc(N3CCC(C)CC3)c3ccccc3n2)c1O
61: CC12COC3(C(=O)N4CCN(c5ccccn5)CC4)CC1CCC32C (centres undefined)
62: COc1ccc(/C(C)=N/NC(=O)CNC(=O)/C=C\c2ccco2)cc1
Compound,57,58,59,60,61,62
S1P4 ag,1.9,1.5,-0.3,0.7,0.5,1.3
Mdm2 ligase inh,-22,-14,-7,2,.,-4
NPY-Y2 PAM-ag,-4,6,-11,-5,1,6
Ba/F3 V617F tox,-1,-4,0,0,-4,0
PERK inh,-1.5,0.2,-0.5,0.9,2.4,0.6
Wee1 stabilizer,7,-1,7,5,1,3
eIF4E 4G PPI,-6,-2,3,0,-8,5
BaF3 tox,2,-3,3,1,-4,2
S1P4 antagonist,6,-3,-3,-4,-4,-8

Given with values under each structure: entries from further up.
Fields: S1P4 ag, Mdm2 ligase inh, NPY-Y2 PAM-ag, Ba/F3 V617F tox, PERK inh, Wee1 stabilizer, eIF4E 4G PPI, BaF3 tox, S1P4 antagonist
#42 O=C(CCNc1ccccc1)c1ccc2c(c1)OCO2
    0.6, -11, 15, -4, 0.6, 2, 0, 1, -1
#43 Cc1cccc(C(=O)Nc2cccc(-c3ccc4nncn4n3)c2)c1
    1.9, 3, 4, -2, -0.3, 0, -3, -1, -7
#44 CC(C)CC(=O)OCC(=O)Nc1ccccc1Sc1ccccc1
    1.1, 5, 13, -1, 1.5, -3, 18, 1, -6
#45 O=C(NCCCN1CCN(c2ccccc2)CC1)Nc1ccccc1C(F)(F)F
    -1.1, -7, 6, -2, -0.2, 4, 1, 4, 10
#46 CCc1cccc(C)c1NC(=O)CNCc1ccccc1
    -0.5, -12, -3, -4, 0.6, 1, 8, -1, -8
#47 CCCCCc1ccc(-c2ccc(/C=C/C(=O)O)cc2)nc1
    1.5, -28, -3, 5, -0.7, -2, -16, 7, -22
